Source: PubChem BioAssay (Broad Institute)
PGC1a acetyl inh – lowers PGC1a acetylation signal in U2OS cells; actives 0.17% (n = 350,000); AID 651687; inhibition, % at 15.6 µM; AlphaScreen anti-acetyl-lysine; with virally co-expressed GCN5 acetyltransferase;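 active means every replicate shows inhibition of at least 40%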;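 further: 0% = neutral control wells and 100% = positive control wells; some results beyond the cut were filed as inactive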
CFTR F508del cor – CFTR F508del correction in bronchial cells; CFBE cells, YFP halide quenching; stimulated with forskolin plus potentiator P3; % fluorescence drop versus neutral controls; actives 0.36% (n = 350,000); activity (quench increase), % at 7.58 µM;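 active means mean added fluorescence quench of at least 8% versus neutral control, with both replicates also reaching 8%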;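 further: cells transiently co-express mutant CFTR-F508del with the halide-sensitive YFP; corrector assay measuring rescue of mutant channel to the surface after 24 h compound exposure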
FN deposition inh – fibronectin deposition inhibition; actives 0.086% (n = 350,000); AH1F fibroblasts, Alexa488-fibronectin deposition fluorescence, overnight; AID 743247; inhibition, % at 12.6 µM;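 active means mean inhibition across replicates of 30% or more, regardless of how many single replicates reach that level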;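 further: positive control wells lacked labelled fibronectin entirely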
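Material – AH1F fibroblast monolayer, labelled fibronectin deposition · Reagent – labelled fibronectin 24 nM · Timing – 1 h adhesion, overnight exposure · Measured by – fluorescence at 485 nm excitation, 525 nm emission · Read-out – inhibition of fibronectin deposition signal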
Cneo AK release – Cryptococcus neoformans lysis via adenylate kinase release; C. neoformans lysis, adenylate kinase release luminescence, 4 h; normalised: neutral wells 0, clomiphene wells 100; lysis activity, % at 15 µM; actives 0.2% (n = 360,000);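 active means mean lysis activity across replicates of at least 80%, whatever share of replicates individually reach that level; inactive means mean lysis activity below 80%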
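Material: C. neoformans cells; Schedule: 4 h static compound exposure, 37 °C, read 1 h post-reagent; Measured by: adenylate kinase release luminescence; Read-out: signal increase indicating cell lysis; Controls: Clomiphene as positive lysis control.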
PglD DTNB – PglD (C. jejuni) enzyme inhibition; AID 602405; inhibition, % at 12.5 µM; purified PglD enzyme, DTNB colorimetric CoA detection; actives 0.098% (n = 360,000); in the data active means inhibition above about 16%, passing the limit was not always enough; further: strong numbers were not always called active
GSIS activator – GLuc luminescence reporter in INS-1E cells, primary screen for activators of glucose-dependent secretion of insulin; INS-1E GLuc reporter insulin secretion, 2-3 h; activation, % at 16.6 µM; actives 0.61% (n = 370,000);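 active means lowest replicate activation of at least 40%, so every replicate reaches that level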;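 further: 0% = median of neutral control wells and 100% = median of IBMX positive control wells; some compounds called inactive have numbers as strong as hits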
miR-122 sensor – inhibitors of miR-122 in Huh7 cells; Huh7 miR-122 Renilla luciferase sensor, 48 h; neutral wells = 0, positive control = 100; actives 0.3% (n = 340,000); activation (reporter increase), % at 12.5 µM; AID 602342;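 active means mean replicate activation score at least 90 and every replicate individually at or above 90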;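 further: higher luciferase means less miR-122 activity so hits act as miR-122 inhibitors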
C2C12 statin – suppression of simvastatin myotoxicity; rescue of ATP level, % at 7.49 µM; C2C12 myotubes + simvastatin, ATP luminescence, 48 h; scaled: DMSO 0, geranylgeraniol control 100; actives 0.78% (n = 330,000);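 active means mean ATP rescue above about 67%, or every replicate alone reaching that limit, limit read from the data, passing the limit was not always enough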;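 further: myotubes were challenged with 10 µM simvastatin during compound exposure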
Starred values were filed as active, the others as inactive; nt = no result given; [ ] = dose if it differs, or a comment. Only part of the results is shown. The share of hits here may be higher or lower than overall.

Field names: A = PGC1a acetyl inh; B = CFTR F508del cor; C = FN deposition inh; D = Cneo AK release; E = PglD DTNB; F = GSIS activator; G = miR-122 sensor; H = C2C12 statin
#1 COC(=O)[C@@H]1[C@@H](CO)[C@@H]2Cn3c(cccc3=O)[C@H]1N2C(=O)C1CCC1
  A: nt	B: 2.5	C: nt	D: 1	E: -3	F: nt	G: 1[16.7 µM]	H: 6
#2 COCCCNC(=O)c1c(NC(=O)c2ccco2)n(Cc2ccccc2)c2nc3ccccc3nc12
  A: -5	B: nt	C: nt	D: 1	E: -4	F: nt	G: -1	H: nt
#3 COC(=O)CCCC(NC(=S)N1CC2C[C@@H](C1)Cn1c2cccc1=O)C(=O)OC (some centres undefined)
  A: 11	B: 4.3	C: -5	D: 2	E: 4	F: 40*	G: -5	H: 6
#4 O=S(=O)(c1ccc(Cl)cc1)N1Cc2ccccc2-n2nncc2C1
  A: 3	B: 0.8	C: -1	D: 0	E: 4	F: nt	G: 1	H: -5
#5 COc1cc(CC2(CCc3ccncc3)C(=O)NC(=O)NC2=O)cc(OC)c1OC
  A: 4	B: 3.1	C: 1	D: nt	E: nt	F: -5	G: 2	H: nt
#6 Brc1ccc(Oc2cc(Br)c(Br)cc2Br)c(Br)c1
  A: -13	B: -2.4	C: nt	D: 0	E: -1	F: 6	G: 3	H: -3
#7 CC=Cc1ccc2n(c1=O)C[C@@H]1[C@@H](CO)[C@H](C(=O)OC)[C@H]2N1CC1CCOCC1 (mixture of isomers)
  A: nt	B: nt	C: nt	D: -2	E: 4	F: 14	G: nt	H: 0
#8 Nc1cc(Cl)cc(Cl)c1
  A: -12	B: 0.8	C: nt	D: 3	E: 3	F: 5	G: -2	H: -7
#9 O=C(O)[C@@H]1[C@@H](CO)[C@@H]2Cn3c(ccc(-c4ccccc4)c3=O)[C@H]1N2C(=O)C1CCCCC1
  A: 10	B: -1.5	C: nt	D: 2	E: -50	F: 0	G: -8[16.7 µM]	H: 5
#10 CCN(CC)CCCN=C(C)c1c(O)n(-c2ccccc2)c(=O)[nH]c1=O
  A: 2	B: nt	C: 1	D: 0	E: 2	F: nt	G: -2	H: -1
#11 CN1CCN(c2ncnc3ccc(Br)cc23)CC1
  A: 35	B: nt	C: nt	D: -1	E: 0	F: 4	G: -1	H: 1
#12 COC(=O)C1=C(c2cc3ccccc3o2)C[C@@H]2CC[C@H]1N2C(=O)NCCCOC(C)C
  A: 1	B: 1.3	C: -1	D: -2	E: 3	F: -20	G: 6	H: 3
#13 CN(C)c1nc(N(C)C)nc(N(C#N)CCCl)n1
  A: 7	B: 3.5	C: 6	D: nt	E: nt	F: 2	G: nt	H: nt
#14 C=CCN1C[C@@H](C)N(C(c2ccc(C(=O)N(CC)CC)cc2)c2cccc(OC)c2)C[C@@H]1C (some centres undefined)
  A: -7	B: -2.4	C: nt	D: 2	E: -4	F: nt	G: -1	H: 0
#15 COC(=O)C1=C(c2cc3ccccc3o2)C[C@@H]2CC[C@H]1N2C(=O)NCc1ccccc1
  A: nt	B: 4.2	C: -7	D: 6	E: -4	F: -29	G: nt	H: 4
#16 CC(=O)N1Cc2cnnn2-c2ccccc2C1(C#N)Cc1ccccc1 (centres undefined)
  A: 9	B: 2.1	C: 3	D: 3	E: 0	F: 2	G: -1	H: -9
#17 Oc1cc(O)cc(/C=C/c2ccc(O)cc2O)c1
  A: -4	B: nt	C: nt	D: -6	E: 3	F: nt	G: 4	H: 0
#18 O=C(Nc1cccc(OC(=O)N2CCCCC2)c1)N1CCCCC1
  A: 1	B: nt	C: nt	D: 3	E: -5	F: nt	G: 0	H: -15
#19 CC(C)=CCOc1c2occc2cc2ccc(=O)oc12
  A: nt	B: 3.5	C: -8	D: 0	E: -5	F: -17	G: nt	H: -29
#20 COC(=O)C1=C(c2ccc(C(C)=O)cc2)C[C@@H]2CC[C@H]1N2C(=O)N1CCC(C)CC1
  A: -5	B: 0.4	C: 1	D: 4	E: 2	F: -12	G: 2	H: 5
#21 CCC1(CCC(C)C)C(=O)NC(=S)NC1=O
  A: -3	B: -1.6	C: -1	D: 5	E: 5	F: 16	G: -1	H: -1
#22 O=C(OC1CCN(CCCl)CC1)C(c1ccccc1)c1ccccc1
  A: -3	B: 3.4	C: -4	D: 0	E: -1	F: -18	G: 1	H: 3
#23 c1ccc2sc(C3CCCNC3)nc2c1 (centres undefined)
  A: 6	B: nt	C: 3	D: 1	E: 3	F: nt	G: 7	H: 9
#24 CC(Cc1ccccc1)NCC(=O)Nc1cc(N(C)C)nc2ccccc12 (centres undefined)
  A: -5	B: 0.7	C: 1	D: 2	E: -6	F: -14	G: 6	H: nt
#25 c1ccc2sc(C3CCNCC3)nc2c1
  A: -9	B: -1.1	C: 4	D: 0	E: 7	F: 2	G: -3	H: 1
#26 COc1cc(/C=C2\C(=O)NC(=O)N(c3ccccc3)C2=O)c([N+](=O)[O-])cc1OC
  A: 4	B: 0.0	C: -1	D: -1	E: 3	F: -3	G: nt	H: nt
#27 COCCCNC(=O)c1c(NC(=O)c2ccccc2)n(Cc2ccccc2)c2nc3ccccc3nc12
  A: nt	B: nt	C: -10	D: -12	E: -1	F: nt	G: 2	H: nt
#28 CC(=O)c1c(C)n(Cc2ccccc2)c2ccc(O)cc12
  A: 8	B: -2.3	C: 3	D: 3	E: 1	F: -2	G: -18	H: 16
#29 CCN(CC)C(=O)c1ccc(NC(=O)c2cccc(S(=O)(=O)N3CCN(Cc4ccccc4)CC3)c2)cc1
  A: nt	B: 1.3	C: -4	D: nt	E: nt	F: -18	G: nt	H: -13
#30 Cc1[nH]c2ccccc2c1CCNCc1cccnc1
  A: 2	B: 2.2	C: -1	D: 1	E: -5	F: 48*	G: 4	H: -1
#31 COC(=O)C1=C(c2ccc(S(C)(=O)=O)cc2)C[C@@H]2CC[C@H]1N2C(=O)NCc1ccccc1
  A: nt	B: 1.9	C: 4	D: 1	E: 2	F: 7	G: nt	H: 2
#32 COc1cc(CC2C(=O)N(C)C(=O)N(C)C2=O)ccc1OCc1ccccc1
  A: -1	B: -2.6	C: nt	D: -4	E: 4	F: 11	G: -4	H: 1
#33 CC(C)OC(=O)c1c(N)n(CC2CCCO2)c2nc3ccccc3nc12 (centres undefined)
  A: -9	B: nt	C: nt	D: 0	E: -8	F: nt	G: 6	H: nt
#34 COc1ccc(-c2ccc3c(c2)CN(C(=O)C(C)(C)C)Cc2cnnn2-3)cc1
  A: -7	B: -3.6	C: 5	D: -1	E: -6	F: 11	G: -5	H: 10
#35 CCC1=Nc2cc(C(=O)N3CCC4(CC3)OCCO4)ccc2Sc2ccc(Br)cc21
  A: nt	B: 0.5	C: 7	D: 0	E: 3	F: -14	G: nt	H: 15
#36 CN1CCc2c([nH]c3ccccc23)C1
  A: 9	B: -2.4	C: nt	D: 3	E: 2	F: -3	G: 0	H: 12
#37 N#CC(C#N)=Cc1ccc(N2CCOCC2)cc1
  A: -10	B: -2.8	C: 2	D: -2	E: 0	F: 0	G: -1	H: 4
#38 CCCN1[C@@H]2c3ccc(-c4cccc(C(=O)N(C)C)c4)c(=O)n3C[C@H]1[C@H](CO)[C@H]2C(=O)OC
  A: nt	B: nt	C: nt	D: 64	E: 1	F: 13	G: nt	H: -20
#39 CC(C)N1OC2CC1c1nc3ccccc3n1C2 (centres undefined)
  A: 3	B: -0.9	C: 14	D: -1	E: -1	F: 4	G: -1	H: -14
#40 COC(=O)C1=C(c2cccc(OCc3ccccc3)c2)C[C@@H]2CC[C@H]1N2C(=O)NCc1ccc(Cl)cc1
  A: nt	B: -1.5	C: -3	D: 2	E: 3	F: 4	G: nt	H: 3
#41 CC(=O)O[C@H]1CC[C@@]2(C)C(=CC(=O)C3C2CC[C@@]2(C)C3C[C@H](OC(C)=O)[C@@H]2OC(C)=O)C1 (some centres undefined)
  A: 3	B: -0.2	C: nt	D: -2	E: 2	F: 8	G: -3	H: 11
#42 CCn1ccnc1CN1CCCC(C(=O)c2cc(C)c(OC)c(C)c2)C1 (centres undefined)
  A: 1	B: 2.4	C: -2	D: 0	E: 6	F: 7	G: 3	H: -13
#43 CC1CCN(CCc2nc3ccccc3[nH]2)CC1
  A: nt	B: -1.4	C: 3	D: 1	E: 0	F: -39	G: -4	H: 5
#44 CCCCn1c(NC(=O)c2ccco2)c(C(=O)OCC)c2nc3ccccc3nc21
  A: -14	B: nt	C: nt	D: -2	E: 0	F: nt	G: -9	H: -17
#45 O=C(NC1CN2CCC1CC2)c1cc(Cl)c([N+](=O)[O-])c2nc[nH]c12 (centres undefined)
  A: 10	B: nt	C: -7	D: 0	E: -4	F: 19	G: -6	H: nt

A second format for part of the listing above:
entry	structure	PGC1a acetyl inh	CFTR F508del cor	FN deposition inh	Cneo AK release	PglD DTNB	GSIS activator	miR-122 sensor	C2C12 statin
30	Cc1[nH]c2ccccc2c1CCNCc1cccnc1	2	2.2	-1	1	-5	48*	4	-1
31	COC(=O)C1=C(c2ccc(S(C)(=O)=O)cc2)C[C@@H]2CC[C@H]1N2C(=O)NCc1ccccc1	nt	1.9	4	1	2	7	nt	2
32	COc1cc(CC2C(=O)N(C)C(=O)N(C)C2=O)ccc1OCc1ccccc1	-1	-2.6	nt	-4	4	11	-4	1
33	CC(C)OC(=O)c1c(N)n(CC2CCCO2)c2nc3ccccc3nc12 (centres undefined)	-9	nt	nt	0	-8	nt	6	nt
34	COc1ccc(-c2ccc3c(c2)CN(C(=O)C(C)(C)C)Cc2cnnn2-3)cc1	-7	-3.6	5	-1	-6	11	-5	10
35	CCC1=Nc2cc(C(=O)N3CCC4(CC3)OCCO4)ccc2Sc2ccc(Br)cc21	nt	0.5	7	0	3	-14	nt	15
36	CN1CCc2c([nH]c3ccccc23)C1	9	-2.4	nt	3	2	-3	0	12
37	N#CC(C#N)=Cc1ccc(N2CCOCC2)cc1	-10	-2.8	2	-2	0	0	-1	4
38	CCCN1[C@@H]2c3ccc(-c4cccc(C(=O)N(C)C)c4)c(=O)n3C[C@H]1[C@H](CO)[C@H]2C(=O)OC	nt	nt	nt	64	1	13	nt	-20
39	CC(C)N1OC2CC1c1nc3ccccc3n1C2 (centres undefined)	3	-0.9	14	-1	-1	4	-1	-14
40	COC(=O)C1=C(c2cccc(OCc3ccccc3)c2)C[C@@H]2CC[C@H]1N2C(=O)NCc1ccc(Cl)cc1	nt	-1.5	-3	2	3	4	nt	3
41	CC(=O)O[C@H]1CC[C@@]2(C)C(=CC(=O)C3C2CC[C@@]2(C)C3C[C@H](OC(C)=O)[C@@H]2OC(C)=O)C1 (some centres undefined)	3	-0.2	nt	-2	2	8	-3	11
42	CCn1ccnc1CN1CCCC(C(=O)c2cc(C)c(OC)c(C)c2)C1 (centres undefined)	1	2.4	-2	0	6	7	3	-13

Additional records.
Field names: A = PGC1a acetyl inh; B = CFTR F508del cor; C = FN deposition inh; D = Cneo AK release; E = PglD DTNB; F = GSIS activator; G = miR-122 sensor; H = C2C12 statin
#46 COCCOC(=O)c1c(C)oc2ccc(OC(=O)N(C)C)cc12
  A: 4	B: nt	C: -3	D: -6	E: 0	F: nt	G: -5	H: 10
#47 O=[N+]([O-])c1ccccc1CNCCc1ccc(F)cc1
  A: -4	B: nt	C: nt	D: -4	E: -5	F: 0	G: 0	H: 14
#48 COc1ccccc1N(CC(=O)NC1CCCC1)C(=O)c1cnn(C(C)C)c1
  A: 3	B: nt	C: -4	D: 1	E: -3	F: nt	G: 5	H: nt
#49 O=C(Cc1ccccn1)N1CCCCN2[C@H](CO)[C@H](c3ccc(-c4ccccc4)cc3)[C@@H]2C1
  A: -7	B: 1.6	C: nt	D: 0	E: 1	F: 9	G: 1[16.7 µM]	H: nt
#50 CCCCCSc1cc(OC)c(CCN(C)C)cc1OC
  A: -15	B: nt	C: nt	D: -1	E: 2	F: nt	G: 17	H: 8
